# Source: PubChem BioAssay (several laboratories)
# K1F lysis inhibition: protection from phage-mediated lysis, alamar blue read-out – E. coli UTI89, K1F phage, bacterial capsule biogenesis inhibitors (AID 488966); E. coli UTI89 K1F phage lysis, alamar blue, 2 h; higher % means a stronger effect; one-dose inhibition, % at 100 µM; IC50 in µM for titrated hits; 340,000 tested, 0.02% active;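 active = phage lysis inhibition, versus mean bacterial control, above a set limit; inconclusive = no clear call, values can overlap the other calls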;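 also: capsule biogenesis inhibitors block K1F phage lysis so surviving cells raise fluorescence; higher fluorescence means more inhibition of phage lysis; actives were called in the ten point dose series up to 300 µM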
# GPR55 beta-arrestin: GPR55 agonists via beta-arrestin recruitment, primary screen, imaging, U2OS cells, beta-arrestin-GFP redistribution (AID 1961) | one-dose activation, % at 10 µM; EC50 in µM for titrated hits | U2OS GPR55 beta-arrestin-GFP redistribution imaging; higher % means a stronger effect | 290,000 tested, 0.048% active;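 active = activation above 40% with more than 50 cells counted in the well; inconclusive = wells holding fewer than 50 cells, flagged as toxic or sparse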;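 also: U2OS osteosarcoma cells stably expressing GPR55 and beta-arrestin-GFP; plate controls were DMSO negative control for no effect and LPI positive control for full effect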
# GPR35 arrestin U2OS: inhibition of zaprinast-stimulated GPR35 beta-arrestin translocation – imaging, U2OS, beta-arrestin-GFP, zaprinast agonist, primary screen (AID 2058); one-dose inhibition, % at 10 µM; IC50 in µM for titrated hits; U2OS GPR35 beta-arrestin-GFP translocation imaging, zaprinast antagonism; higher % means a stronger effect; 290,000 tested, 0.052% active;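 active = inhibition of at least 50% with at least 30 cells and total cytoplasm GFP at most 10,000,000; inconclusive = under 30 cells or total GFP of 10,000,000 plus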
# SIAH1 antagonists: Siah-1 peptide-binding antagonists, primary screen, biochemical, fluorescence polarization, rhodamine-plectin, uHTS (AID 1817). Siah-1 / rhodamine-plectin peptide fluorescence polarization; higher % means a stronger effect. displacement, % at 20 µM, or IC50 in µM where a hit was titrated. 290,000 tested, 0.02% active;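 active = displacement of at least 50% at 20 µM, with a fluorescence ratio check between 0.3 and a set limit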;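 also: plate controls were Siah plus tracer with DMSO for no effect and tracer alone without Siah for full effect; strong numbers were not always called active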
# NTR1 agonist: NTR1-driven beta-arrestin-GFP spot formation – imaging, U2OS cells, high content, primary screen (AID 493036). P30989. agonist mode. activation, % at 20 µM. 330,000 tested, 0.17% active;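 active = activation at or above 40% of the spot to cytoplasm intensity ratio, with at least 20 cells analyzed; inconclusive = wells under 20 cells, flagged as cytotoxic or low count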;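 also: 0% = DMSO without peptide and 100% = 100 nM NTR1 peptide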
# Target sequence (P30989 whole entry, looked up): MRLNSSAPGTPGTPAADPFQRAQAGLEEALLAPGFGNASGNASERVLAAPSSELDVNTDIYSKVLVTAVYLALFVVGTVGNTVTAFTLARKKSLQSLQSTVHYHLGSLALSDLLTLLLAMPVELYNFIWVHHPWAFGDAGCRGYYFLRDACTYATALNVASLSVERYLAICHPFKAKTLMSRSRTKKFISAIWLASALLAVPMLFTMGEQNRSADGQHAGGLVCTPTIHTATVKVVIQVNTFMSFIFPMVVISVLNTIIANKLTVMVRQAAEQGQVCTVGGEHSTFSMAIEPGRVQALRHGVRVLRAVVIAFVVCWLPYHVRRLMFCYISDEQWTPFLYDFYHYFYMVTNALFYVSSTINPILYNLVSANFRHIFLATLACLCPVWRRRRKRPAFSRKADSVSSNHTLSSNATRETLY
# Dengue-2 NS5 capping: flavivirus cap methylation enzyme inhibition – biochemical, confirmation dose response, primary screen (AID 588689) | inhibition, % at 25 µM, or IC50 in µM where a hit was titrated | Dengue-2 NS5 methyltransferase capping enzyme assay, biochemical; higher % means a stronger effect | 340,000 tested, 0.3% active; in the data active = a potency from the dose series; inconclusive = inhibition above about 29% without an active follow-up result
# HIV fusion peptide: inhibitors of HIV fusion peptide binding, primary screen, biochemical, uHTS, fluorescence dequenching (AID 1986). cell-free peptide binding, fluorescence dequenching, 30 min; higher % means a stronger effect. inhibition, % at 20 µM; hits with a dose series show IC50 in µM. 290,000 tested, 0.3% active; in the data active = inhibition mostly above about 52%, no sharp cut-off; inactive = mostly below about 76%; also: some results filed as inactive read as strong as hits
# AID2073: disruptors of CaV2.2 binding to Mint1 – biochemical, HTRF (AID 2073); HTRF protein-protein interaction, Mint1-CaV2.2; higher % means a stronger effect; 290,000 tested, 0.19% active; inhibition, % at 20 µM, or IC50 in µM where a hit was titrated; in the data active = inhibition mostly above about 51%, no sharp cut-off; inconclusive = no clear call, values can overlap the other calls; inactive = mostly below about 53%; also: some results filed as inactive read as strong as hits
# GPR55 LPI antagonism: inhibition of LPI-stimulated GPR55 beta-arrestin translocation – imaging, U2OS, beta-arrestin-GFP, LPI agonist, primary screen (AID 2013). U2OS GPR55 beta-arrestin-GFP translocation imaging, LPI antagonism; higher % means a stronger effect. inhibition, % at 10 µM; hits with a dose series show IC50 in µM. 290,000 tested, 0.13% active;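 active = spots per cell inhibited over 60%, with over 100 cells counted and total cytoplasm intensity under 500,000; inconclusive = wells with under 100 cells, flagged as likely toxic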;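 also: U2OS cells stably carrying GPR55 and arrestin-GFP stimulated by 5 µM LPI near EC80; imaged beta-arrestin-GFP aggregate spots per cell after agonist stimulation; plate controls were LPI-stimulated DMSO wells for no effect and DMSO wells without LPI for full effect; some results filed as inactive read as strong as hits; confirmed hits need IC50 under 10 µM and bright autofluorescent wells are also inconclusive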
# NTR1 agonist cell count 20 µM: also measured in NTR1 agonist; calls as there; cell count; measured here: cell count, cytotoxicity flag
# Dengue-2 NS5 capping pilot replicate: recorded beside Dengue-2 NS5 capping, whose call it bears; inhibition, %; measured here: pilot screen replicate inhibition
# The depositor's hits bear a star; ? = inconclusive; nt = no result given; [ ] = another dose, or the depositor's remark.
SMILES,K1F lysis inhibition,GPR55 beta-arrestin,GPR35 arrestin U2OS,SIAH1 antagonists,NTR1 agonist,NTR1 agonist cell count 20 µM,Dengue-2 NS5 capping,HIV fusion peptide,AID2073,GPR55 LPI antagonism,others
CC(C)(C)c1ccc(-c2noc(CCC(=O)NCC3CCCO3)n2)cc1 (stereo unspecified),3.1%,-0.1%,31%,2%,2.7,63,-4%,0.0%,-1%,8%,
CCOc1cc(/C=N/N=C(/N)c2nonc2N)cc(Br)c1OCc1ccc(Cl)cc1,0.0%,0.5%,-2%,-3%,2.2,87,0%,1.0%,2%,-2%,
Cc1nnc(NC(=O)CSc2nc(C(C)C)nc3ccccc23)s1,0.1%,-0.3%,12%,6%,1.9,53,-4%,-0.1%,?,0%,
CCOc1ccccc1Nc1ncnc2ccccc12,13%,0.5%,5%,4%,1.3,33,-1%,1.6%,12%,22%,
CC(=O)Nc1ccc(NC(=O)C2CCCN2S(=O)(=O)c2cccc3nsnc23)cc1 (stereo unspecified),0.1%,-0.4%,9%,1%,1.2,36,-2%,-1.5%,-3%,10%,
CCC1CCCCN1C(=O)Cn1c(C(=O)OC)cc2sc(Cl)cc21 (stereo unspecified),2.5%,-0.2%,7%,4%,1.5,56,-3%,3.1%,-5%,1%,
COc1ccc(C2CC(c3ccccc3OC(=O)/C=C/c3ccccc3)=NN2C(C)=O)cc1 (stereo unspecified),0.0%,-0.3%,-2%,-2%,8.2,41,-5%,-0.1%,-2%,3%,
C=CCn1c(-c2cccc(Cl)c2)n[nH]c1=S,-0.1%,-0.2%,-11%,5%,0.1,42,-6%,-0.7%,5%,20%,
O=C(CSc1nnc(-c2ccc(Cl)s2)o1)N1CCOCC1,nt,-0.3%,4%,-1%,nt,nt,nt,2.4%,2%,-5%,
CCN(CC)CCNC(=O)/C(=C/c1cn(C)c2ccccc12)NC(=O)c1ccc(OC)c(OC)c1,0.7%,-0.1%,8%,-4%,-0.1,72,-7%,-0.6%,6%,-9%,
CCC(CC)N1CCN(C(=O)c2cc(OC)c(OC)c(OC)c2)CC1,-1.2%,-0.1%,6%,6%,0.7,65,-7%,1.4%,0%,-5%,
CCCCn1c(SCC(=O)OCC)nc2c(sc(=S)n2-c2ccccc2OC)c1=O,0.0%[50 µM],0.0%,11%,2%,4.8,94,3%,-1.5%,9%,7%,
CC(C)CC(COCc1ccc(Cl)cc1)N1CCN(C(=O)c2ccc(C(F)(F)F)cc2)CCC1=O (stereo unspecified),0.3%,2.3%,-10%,4%,4.1,74,-7%,-1.3%,4%,0%,
COC(=O)C(CCSC)NC(=O)c1cn(-c2ccc(OC)cc2)c(=O)c2ccccc12 (stereo unspecified),0.1%,-0.1%,6%,-1%,-0.3,63,-6%,0.4%,10%,3%,
CCC(C)NC(=O)C1c2ccccc2C(=O)N1Cc1ccc(F)cc1 (stereo unspecified),0.1%,0.3%,8%,10%,-0.1,87,-1%,1.5%,?,0%,
Cc1cccc(Cc2cnc(NC(=O)c3ccc(C)o3)s2)c1,2.5%,-0.1%,-5%,0%,-0.3,96,-8%,0.0%,11%,-7%,
Cc1cccnc1NC(=O)Nc1cccc(Cl)c1,0.1%,-0.2%,13%,4%,-1.2,63,-10%,0.5%,10%,6%,
COc1cccc(CNc2ccc(N3CCCCC3)cc2)c1OC,1.2%,-0.2%,17%,-5%,0.1,52,54%,-3.3%,-20%,3%,
COC(=O)c1ccc(COc2cccc3c2CCN(Cc2ccccc2)C3=O)o1,1.3%,0.5%,3%,2%,4.8,47,0%,0.8%,44%,2%,
OCCNCc1cc(Br)ccc1OCc1ccccc1Cl,4.8%,-0.2%,17%,0%,-1.3,60,-2%,-2.7%,4%,6%,
COc1cc(CN2CCCC(C(=O)c3ccccc3SC)C2)cc(OC)c1 (stereo unspecified),0.0%,-0.1%,10%,-4%,-1.9,86,-14%,-0.2%,48%,15%,
CSc1ccccc1NC(=O)COc1ccc(Cl)cc1C,6.6%,-0.3%,14%,7%,9.8,38,-1%,0.4%,-2%,4%,
O=S(=O)(c1cccc(C(F)(F)F)c1)N1CCC(c2cc(-c3cccc4ccccc34)n[nH]2)CC1,0.4%,0.1%,-14%,1%,0.7,97,-28%,-1.0%,14%,3%,
COc1ccc(-c2cn(CCO)nc2-c2ccc(OC)cc2)cc1,-0.1%,0.5%,-7%,-6%,0.3,99,-4%,0.6%,-7%,-9%,
Cc1cccc(CS(=O)(=O)c2cn(CC(=O)N3CCOCC3)c3ccccc23)c1,-0.3%[50 µM],0.0%,-2%,0%,-0.3,40,-3%,0.9%,-17%,-12%,
COc1ccccc1OCCNC(=O)c1cccc(S(=O)(=O)N2CC(C)OC(C)C2)c1 (stereo unspecified),-0.2%,-0.2%,-8%,1%,-0.1,67,-5%,2.5%,6%,-8%,
Cc1ccc2cc(CCNC(=O)c3ccc4c(c3)OCO4)c(=O)[nH]c2c1C,-0.5%,-0.3%,-7%,3%,0.0,88,-2%,-0.1%,9%,7%,
OCCN1CCN(CC(O)C(F)(F)F)CC1 (stereo unspecified),-0.1%,-0.1%,-10%,0%,1.8,40,-5%,0.4%,3%,-13%,
CCNc1nc(NCC)n2c(SCC(=O)Nc3ccccc3)nnc2n1,0.2%,0.2%,-22%,-2%,-1.6,66,-2%,-0.5%,-4%,2%,
O=C(NN=C1CCCC1)c1ccc(O)cc1O,0.2%,-0.1%,0%,-9%,0.3,63,-6%,-2.8%,12%,-14%,
CCOCCCn1c(=S)[nH]c2cc(C(=O)NC3CCCC(C)C3C)ccc2c1=O (stereo unspecified),0.1%,-0.2%,16%,4%,-0.6,62,-6%,1.3%,9%,3%,
CSc1nnnn1-c1ccc(Cl)cc1,0.2%,-0.1%,-11%,-4%,-0.7,70,-5%,-0.7%,-8%,-12%,
CCCCCCCN1C2=NCCCN2c2ccccc21,1.5%,-0.1%,-8%,-5%,3.3,46,-6%,-0.1%,-2%,9%,
CC1(C)CC(NC(=O)c2ccc(Cl)c(Cl)c2)CC(C)(C)N1,0.2%,0.7%,-12%,4%,1.8,51,3%,-0.1%,4%,3%,Dengue-2 NS5 capping pilot replicate=-3.3
CO/N=C/c1ccc(N2CCN(C(=O)c3ccc(F)cc3)CC2)c([N+](=O)[O-])c1,-0.3%,-0.4%,1%,4%,-2.5,105,2%,-2.3%,1%,-12%,
CCOc1ccc(OCC)c(NC(=O)CSc2nnc(C3CC3)n2CC)c1,0.1%,-0.2%,-1%,4%,-1.0,43,7%,-1.5%,-3%,2%,
Cc1cccc(N2CCN(S(=O)(=O)c3c(C)nc4scc(C)n4c3=O)CC2)c1C,0.4%,0.5%,-14%,7%,2.4,47,-1%,0.5%,5%,2%,
CCN1CCN(CCCNC(=O)CN2C(=O)c3cccnc3Oc3ccc(Cl)cc32)CC1,0.1%,-0.1%,22%,-5%,-1.1,61,0%,-1.2%,5%,-1%,
COc1ccc(OC(=O)c2ccncc2)cc1,-0.7%,0.2%,14%,-3%,0.8,93,-1%,2.8%,30%,14%,
O=C1CCCC2=C1C(c1ccc3c(c1)OCO3)c1c([nH]n(-c3ccccc3)c1=O)N2 (stereo unspecified),0.2%,0.2%,-4%,1%,-0.4,66,14%,-2.6%,-8%,-10%,Dengue-2 NS5 capping pilot replicate=-3.1
COc1ccc2c(c1OC)C(=O)OC2CC(=O)c1ccc(O)c(O)c1 (stereo unspecified),0.4%,-0.2%,-6%,-2%,2.2,71,-3%,-0.3%,4%,-2%,
CCN(Cc1ccccc1)C(=O)COC(=O)CNS(=O)(=O)c1ccc(C)cc1,-0.2%,-0.4%,12%,14%,1.5,53,-11%,-1.6%,-10%,12%,
CC(C)(C)OC(=O)N1Cc2ccccc2C[C@H]1C(=O)O,1.3%,0.1%,8%,-2%,0.9,53,-5%,2.3%,6%,3%,
COc1ccc(-c2ccc(SCC(=O)N3CCOCC3)nn2)cc1OC,4.8%,0.4%,7%,-2%,0.5,62,-16%,27%,-1%,0%,
O=C(NCc1ccccc1)/C(NC(=O)c1ccccc1)=C(/Sc1ccccn1)c1ccccc1,-0.4%,-0.4%,9%,4%,0.7,42,0%,-0.7%,-2%,-14%,
CCNC(=S)N1CC(C)OC(C)C1 (stereo unspecified),0.2%,-0.1%,8%,-1%,1.7,75,-6%,-0.9%,-17%,14%,
CC(C)OC(=O)c1c(NC(=O)c2cccs2)sc2c1CCCC2,0.4%,1.9%,0%,1%,8.4,85,-9%,0.2%,18%,3%,
CC(Oc1ccccc1)c1ccnc2nc(N3CCOCC3)nn12 (stereo unspecified),0.2%,-0.1%,-9%,5%,-1.1,37,5%,1.0%,12%,10%,
Clc1ccccc1-c1nc(-c2ccc(Br)o2)no1,0.3%,0.8%,-1%,3%,1.4,68,-3%,1.5%,7%,4%,
C=CCn1cc(-c2ccc(Cl)cc2)cc(C#N)c1=O,1.7%,0.3%,-11%,0%,1.1,55,6%,-2.0%,2%,10%,
CC1Cc2cc(/C(O)=C3/C(=O)C(=O)N(CCCn4ccnc4)C3c3ccncc3)ccc2O1 (stereo unspecified),2.2%,0.5%,1%,-2%,-0.1,78,0%,3.0%,25%,10%,
O=C(O)C1C2C=CC(C2)C1C(=O)NC(c1ccccc1)c1ccccc1 (stereo unspecified),-1.2%,0.0%,-9%,0%,0.8,81,-2%,2.8%,-6%,-6%,
Cc1ccccc1NC(=O)CCCn1nc(C)c2c(C)n(-c3ccccc3)nc2c1=O,-0.1%,0.0%,3%,9%,-1.6,62,-8%,-0.3%,0%,14%,
CC(=O)/C(=N\Nc1ccccc1)Oc1ccc([N+](=O)[O-])cc1,0.7%,0.0%,15%,-4%,1.6,78,-5%,0.1%,9%,2%,
COc1ccccc1/C=C/C(=O)NCC(=O)N/N=C(\CCC(=O)O)c1ccccc1,0.1%,-0.6%,-11%,-2%,3.0,23,-6%,-3.1%,2%,6%,
COc1cc(C(=O)Nc2cccc(-c3cn4cccnc4n3)c2)cc(OC)c1OC,0.3%,0.2%,-13%,2%,9.2,63,-3%,-0.5%,20%,0%,
